# JMJD2E inh: blocks human JMJD2E demethylase activity; B2RXH2; JMJD2E catalytic domain, FDH-coupled NADH fluorescence (FDH is formaldehyde dehydrogenase); Potency, µM (highest dose often 57.1 µM), for inactives: at the highest dose activity change, negative = inhibition, actives largely listed as inhibitors; 230,000 tested, 1.6% active; AID 2147; active = well fitted inhibition curve with a large enough effect, not every such curve was filed as active; inconclusive = small, poorly fitted or top-dose-only effect, or another doubt; inactive = no such curve, though single readings can be large or run the other way;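 also: 0% = wells with enzyme and -100% = buffer wells without enzyme; nearly all actives have a fitted effect of over 50% in size; many of its hits are not listed in these tables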
# ALDH1A1 inh: ALDH1A1 (human) enzyme inhibition; P00352; 220,000 tested, 7.3% active; Purified ALDH1A1, NADH fluorescence, propionaldehyde substrate; Potency, µM (series often up to 75.3 µM), for inactives: at the top dose activity, negative = inhibition, hits mostly inhibitors; active = well fitted inhibition curve with a large enough effect, not every such curve was filed as active; inconclusive = small, poorly fitted or top-dose-only effect, or another doubt; inactive = no such curve, though single readings can be large or run the other way;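 also: plate controls were no enzyme wells and a reference inhibitor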
# KinaseGlo FLuc: Kinase-Glo luciferase inhibition (counter-screen); Q27757; Kinase-Glo luciferase, ATP luminescence, 8 min; Potency, µM (highest dose often 38.3 µM), without a hit: top-dose activity change, negative = inhibition, usual class: inhibitors; 200,000 tested, 0.28% active; AID 1379; also: % is scaled to controls: 0 for no effect and ±100 for the full control effect; nearly all actives have a fitted effect of over 60% in size
#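 Inhibition of Kinase-Glo luciferase light generation was assessed at 10 uM ATP in pH 7.2 imidazole buffer, with luminescence measured after eight minutes at ambient temperature.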
# Lamin A splicing: modulators of lamin A splicing | AID 1487 | HeLa LMNA splicing GFP/RFP minigene ratio, 48 h | Potency, µM (series often up to 46.1 µM), without a hit: at the highest dose ratio change, negative = inhibition, most hits filed as inhibitors | 200,000 tested, 0.01% active; active = well fitted inhibition curve with a large enough effect in the signal ratio, with a control signal flat, not every such curve was filed as active; inconclusive = small, poorly fitted or top-dose-only effect, or effect the other way, or a change in a side signal; the % refers to the signal ratio; also: % is scaled to controls: 0 for no effect and ±100 for the full control effect
#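 S3 HeLa cells stably expressing lamin A-EGFP splicing minigene plus DsRed2, 600 cells/well, 48 h compound exposure at 37C. Laser-scanning cytometry; analysed as GFP (500-530 nm)/RFP (575-640 nm) total intensity ratio; 0.5% DMSO vehicle.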
# RECQ1 helicase: blocks DNA unwinding by human RECQ1 | RECQ1 DNA unwinding, red fluorescence kinetic read | P46063 | 240,000 tested, 0.54% active | Potency, µM (top dose mostly 57.3 µM), for the others: top-dose activity, negative = inhibition, most hits filed as inhibitors;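 also: plate controls were vehicle for no effect and no enzyme for full effect; nearly all actives have a fitted effect of over 30% in size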
#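 RECQ1T1 50 nM; forked duplex (20 bp + 30-nt ss tails) 200 nM, ATP 2 mM final; pH 8.0, 2 mM MgCl2, 2.5 ug/ml poly(dI-dC); 15 min compound preincubation; discontinuous kinetic read over 2 h at RT.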
# Tau fibril ThT: tau fibrillization inhibition (ThT binding); P10636; recombinant tau K18 P301L (four-repeat tau fragment), heparin-induced fibrillization, ThT fluorescence; Potency, µM (titrated, usually from 57.4 µM), inactives show at the highest dose activity, negative = inhibition, usual class: inhibitors; 270,000 tested, 2.1% active; AID 1460; also: % is scaled to controls: 0 for no effect and ±100 for the full control effect; nearly all actives have a fitted effect of over 55% in size
#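 Heparin-induced (20 uM) aggregation of recombinant human K18 P301L tau, 15 uM unlabeled with 0.24 uM labeled, pH 7 acetate buffer, 6 hr at 37 C with compound. Fibrils quantified by 30 uM ThT fluorescence after 1 hr ambient incubation.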
# SMN2 splice enh: SMN2 splice variant enhancement. HEK293 SMN2-luciferase splicing reporter, luminescence, 30-36 h. Potency, µM (titrated, usually from 46.1 µM), inactives show at the highest dose activity change, positive = activation, most hits filed as activators. 210,000 tested, 2.8% active. AID 1458; also: % of control where 0% means no effect; nearly all actives have a fitted effect of over 55% in size
#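 HEK293 cells carry an SMN2 […]–luciferase reporter in which exon 7 inclusion puts luciferase in frame. Cells were plated 10-12 h before compound addition, then incubated 30-36 h at 37C. ONE-Glo luminescence was read; sodium butyrate at 4.5 mM final served as control.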
# L3MBTL1 inh: inhibitors of human L3MBTL1; AlphaScreen L3MBTL1–H3K9me1 peptide binding; Potency, µM (doses to about 57.1 µM), inactives show at the top dose activity, negative = inhibition, actives largely listed as inhibitors; 230,000 tested, 0.66% active; also: % is scaled to controls: 0 for no effect and ±100 for the full control effect; nearly all actives have a fitted effect of over 60% in size
# Target sequence (Q9Y468 whole entry, looked up): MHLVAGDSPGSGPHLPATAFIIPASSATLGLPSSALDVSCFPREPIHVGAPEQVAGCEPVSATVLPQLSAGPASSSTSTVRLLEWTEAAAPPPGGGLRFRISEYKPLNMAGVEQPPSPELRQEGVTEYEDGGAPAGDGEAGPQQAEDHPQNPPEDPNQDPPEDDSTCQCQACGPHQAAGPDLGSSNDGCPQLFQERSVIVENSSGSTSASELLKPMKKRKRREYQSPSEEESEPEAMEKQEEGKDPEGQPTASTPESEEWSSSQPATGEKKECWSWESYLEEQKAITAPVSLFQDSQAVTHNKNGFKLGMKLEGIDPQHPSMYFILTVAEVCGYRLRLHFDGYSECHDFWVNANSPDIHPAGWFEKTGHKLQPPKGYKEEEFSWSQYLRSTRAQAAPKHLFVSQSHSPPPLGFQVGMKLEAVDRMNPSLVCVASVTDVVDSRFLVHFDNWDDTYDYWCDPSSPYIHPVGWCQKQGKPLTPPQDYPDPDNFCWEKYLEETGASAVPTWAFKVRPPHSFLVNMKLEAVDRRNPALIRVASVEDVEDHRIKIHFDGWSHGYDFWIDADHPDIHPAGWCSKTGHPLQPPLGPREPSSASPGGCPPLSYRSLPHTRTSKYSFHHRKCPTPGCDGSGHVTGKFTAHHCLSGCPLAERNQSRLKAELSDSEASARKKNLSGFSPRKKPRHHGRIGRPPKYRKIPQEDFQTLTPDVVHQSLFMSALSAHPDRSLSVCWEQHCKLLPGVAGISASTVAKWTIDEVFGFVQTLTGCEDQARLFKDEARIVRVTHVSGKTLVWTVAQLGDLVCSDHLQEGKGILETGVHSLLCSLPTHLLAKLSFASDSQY
#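 AlphaScreen assay: L3MBTL1 (50 nM final) was preincubated 30 min at room temperature with biotinylated H3(1-15)K9me1 peptide (75 nM final), then 30 min with library compounds; streptavidin donor and nickel chelate acceptor beads (10 ug/mL final) added, 30 min dark.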
# Starred values were filed as active, the others as inactive; i = inactive; ? = inconclusive; · = not tested or not shown; [ ] = dose if it differs, or a comment. Unless noted, calls follow the shape of the dose curve; as a rule, active = well fitted curve in the direction sought with a large enough effect; inconclusive = small, poorly fitted or top-dose-only effect, or another doubt; inactive = no such curve, though single readings can be large; an effect the other way counts as inactive or inconclusive. Potency is read from the fitted curve at half-maximal effect. A portion of the library (hit frequency here may not be typical).
(1) CCCCOC(=O)C(C)Sc1n[nH]c(=O)[nH]c1=O (configuration not stated)
(2) COc1cccc(C2N(c3ccccc3)CCN2c2ccccc2)c1OC
(3) Cc1cccn2c(=O)c(C=O)c(N3CCCCC3)nc12
(4) CCN1C(=O)C(CC(=O)Nc2ccc(C)cc2C)Nc2cc(S(=O)(=O)N(C)C)ccc21 (configuration not stated)
(5) Cc1ccc(CN=Cc2[nH]c3ccc(Br)c(Cl)c3c2O)cc1
(6) O=C(CSC1=Nc2ccccc2C2=NC(c3ccccc3)C(=O)N12)NC1CCCCC1 (configuration not stated)

Assay by compound	1	2	3	4	5	6
JMJD2E inh	0%	4%	?	-7%	-7%	?
ALDH1A1 inh	8%	5%	?	28µM*	0.4µM*	?
KinaseGlo FLuc	·	-1%	-1%	-2%	-7%	2%
Lamin A splicing	·	?	·	·	-5%	-5%
RECQ1 helicase	i	i	-5%	8%	16%	-1%
Tau fibril ThT	0%	-4%	-8%	-10%	?	-12%
SMN2 splice enh	·	-2%	·	3%	-19%	25%
L3MBTL1 inh	·	-6%	10%	2%	·	·

# Next part; the last 3 above are carried over.
(4) CCN1C(=O)C(CC(=O)Nc2ccc(C)cc2C)Nc2cc(S(=O)(=O)N(C)C)ccc21 (configuration not stated)
(5) Cc1ccc(CN=Cc2[nH]c3ccc(Br)c(Cl)c3c2O)cc1
(6) O=C(CSC1=Nc2ccccc2C2=NC(c3ccccc3)C(=O)N12)NC1CCCCC1 (configuration not stated)
(7) O=S(=O)(NCCc1ccccn1)c1cccs1
(8) CC(C)N(C(=O)C1CC(=O)OC12CCCCC2)C(C)C (configuration not stated)
(9) CN(C(=O)/C(N=Nc1cccc(C(F)(F)F)c1)=C(\O)C(F)(F)F)c1ccccc1
(10) Cc1ccc(C)c(OCCCC(=O)O)c1
(11) COc1ccc2cc(CCNC(=O)C(C)C)c(=O)[nH]c2c1
(12) CCOC(=S)N/C(=N\S(C)(=O)=O)c1ccccc1

Assay by compound	4	5	6	7	8	9	10	11	12
JMJD2E inh	-7%	-7%	?	1%	-1%	1%	6%	?	4%
ALDH1A1 inh	28µM*	0.4µM*	?	4%	6%	-11%	9%	-13%	·
KinaseGlo FLuc	-2%	-7%	2%	5%	-3%	1%	8%	-1%	·
Lamin A splicing	·	-5%	-5%	-7%	0%	-24%	9%	-13%	·
RECQ1 helicase	8%	16%	-1%	i	-8%	-17%	-4%	-18%	-3%
Tau fibril ThT	-10%	?	-12%	1%	-10%	?	4%	?	?
SMN2 splice enh	3%	-19%	25%	16%	-3%	-33%[inhibitor]	29%	9%	·
L3MBTL1 inh	2%	·	·	·	·	-8%	0%	6%	4%

(13) CC(=O)N1CCN(C(=S)c2cccc([N+](=O)[O-])c2)CC1
(14) COc1c2c(nc3occc13)C(CC=C(C)C)(OC)C(O)CC2 (configuration not stated)
(15) Cc1cc2cc(C#N)c(NCCNC(=S)NCCCN3CCOCC3)nc2cc1C
(16) Cc1nn(C(=O)c2ccco2)c(C)c1CN1C(=O)c2ccccc2C1=O
(17) O=S(=O)(NC1CC1)c1ccc(S(=O)(=O)N2CCC3(CC2)OCCO3)cc1
(18) S=C(c1cn(Cc2ccccc2)c2ccccc12)N1CCOCC1

Assay by compound	13	14	15	16	17	18
JMJD2E inh	3%	-8%	?	1%	0%	-6%
ALDH1A1 inh	-18%	1%	?	4%	5%	?
KinaseGlo FLuc	-1%	-2%	0%	-4%	1%	·
Lamin A splicing	-3%	?	?	14%	-2%[46 µM]	·
RECQ1 helicase	i	-5%	0%	-11%	-4%	-10%
Tau fibril ThT	4%	-6%	-11%	-9%	-3%	5%
SMN2 splice enh	9%	-5%	23%	10%	·	·
L3MBTL1 inh	0%	0%	13%	-7%	-1%	·

(19) Cc1ccc(C(=O)CCNc2ccc(F)c(Cl)c2)o1
(20) CCOc1cc2[nH]c(=S)n(Cc3ccc(C(=O)NCC(OC)OC)cc3)c(=O)c2cc1OCC
(21) CCN(C(=O)CSc1nc2ccc([N+](=O)[O-])cc2s1)C1CCS(=O)(=O)C1 (configuration not stated)
(22) CC(C)N(Cc1nc(-c2ccccc2)no1)C(=O)CN(C)S(=O)(=O)c1ccc(Br)cc1
(23) Cc1nc2cc3nc(C(F)(F)F)[nH]c3cc2[nH]1
(24) Cn1cnc(C(F)(F)F)c1-c1ccc([N+](=O)[O-])cc1

Assay by compound	19	20	21	22	23	24
JMJD2E inh	0%	8%	-14%	5%	?	1%
ALDH1A1 inh	14µM*	13%	?	-2%	-7%	19%
KinaseGlo FLuc	-2%	-1%	6%	·	-3%	0%
Lamin A splicing	-13%	-7%	?	?	3%	-7%
RECQ1 helicase	-3%	-3%	-6%	-2%	-10%	-14%
Tau fibril ThT	-8%	-6%	-18%	-13%	?	3%
SMN2 splice enh	2%	3%	-37%[inhibitor]	·	13%	-19%
L3MBTL1 inh	-7%	-3%	-7%	4%	3%	5%

(25) Cc1ccnc(NC(=O)/C=C/c2cccs2)c1
(26) CCC(C)NC(=O)CSc1ncccc1C(=O)O (configuration not stated)
(27) CCC(=O)c1cc(F)ccc1OCC(=O)N1CCN(c2ccc(F)cc2)CC1
(28) Cc1ccccc1CN1C[C@@H]2C[C@@H](c3cn(C)nc3-c3ccccc3)N3CCC[C@@]23C1=O
(29) CC(C)(C)NC(=O)C(c1ccccn1)N(C(=O)C1CSC(=O)C1)c1ccccc1F (configuration not stated)
(30) COCc1nnc(NC(=O)CC(C)c2ccccc2)s1 (configuration not stated)
(31) O=C(Nc1cccn(Cc2ccccc2)c1=O)NC1CCCCC1

Assay by compound	25	26	27	28	29	30	31
JMJD2E inh	-1%	-12%	-6%	-21%	0%	0%	?
ALDH1A1 inh	-5%	8%	?	1.6µM*	-1%	2%	?
KinaseGlo FLuc	-17%	20%	0%	1%	-1%	3%	-3%
Lamin A splicing	-8%	-3%	3%[46 µM]	31%[46 µM]	?	-6%	0%
RECQ1 helicase	-2%	-5%	-2%	-9%	-11%	i	3%
Tau fibril ThT	-11%	-11%	-10%	?	2%	-11%	-7%
SMN2 splice enh	4µM*	-7%	-60%[inhibitor]	·	·	6%	-36%[inhibitor]
L3MBTL1 inh	1%	·	12%	-21%	4%	28%[11.4 µM]	-3%

# Sorted by value in Lamin A splicing (rising): some entries from above
no.	compound	Lamin A splicing
25	Cc1ccnc(NC(=O)/C=C/c2cccs2)c1	-8%
30	COCc1nnc(NC(=O)CC(C)c2ccccc2)s1 (configuration not stated)	-6%
26	CCC(C)NC(=O)CSc1ncccc1C(=O)O (configuration not stated)	-3%

# Bioassay records (PubChem BioAssay)
